# Bioassay records as filed in PubChem.
# Scp-1 inhibitor: Scp-1 phosphatase inhibitors, primary screen, biochemical, colorimetric, uHTS | 0.88% of 340,000 active | inhibition, % at 20 µM | Recombinant Scp1, phosphopeptide, malachite green phosphate absorbance | Carboxy-terminal domain RNA polymerase II polypeptide A small phosphatase 1 (Homo … | AID 493091, 2011;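 active = inhibition above about 50% at 20 µM, limit read from the data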;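 note: plate controls were DMSO wells with enzyme for no effect and wells lacking enzyme for full effect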
# Target sequence (Q9GZU7 76-261 limits assumed): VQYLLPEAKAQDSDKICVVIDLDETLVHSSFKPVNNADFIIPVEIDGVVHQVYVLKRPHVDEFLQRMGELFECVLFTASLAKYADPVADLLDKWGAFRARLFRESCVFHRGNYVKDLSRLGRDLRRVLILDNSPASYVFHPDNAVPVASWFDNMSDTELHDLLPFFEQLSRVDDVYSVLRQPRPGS
#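 Test system: SCP-1 catalytic domain; Buffer or medium: Acidic Tris acetate buffer with magnesium and detergent; Also added: Phosphorylated 17-residue peptide substrate; Compound: single 20 µM dose, 1% DMSO; Schedule: enzyme reaction 45 min at room temperature, colour 5 min, stabilisation 30 min; Signal: Phosphate-binding colour reagent, absorbance read at 630 nm.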
# DNMT1 inh: human DNMT1 methyltransferase inhibitors, primary screen, biochemical, molecular beacon, fluorescence, HinP1I cleavage, uHTS; inhibition (reported as % activation of signal), % at 10 µM; 0.83% of 360,000 active; AID 588458, 2011; in the data active = inhibition above about 50%
# Tb MetRS inh: T. brucei MetRS inhibitors, primary screen, biochemical, luminescence; methionyl-tRNA synthetase (Trypanosoma brucei brucei); purified T. brucei MetRS, ATP depletion, Kinase-Glo luminescence; inhibition, % at 11.9 µM; 0.4% of 360,000 active; AID 624268, 2012;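 active = inhibition above a per-plate cutoff of the control wells' mean inhibition plus 3 SD, cut at about 5.5% in these data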;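 note: 0% = DMSO wells median and 100% = median of wells with control inhibitor compound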
#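 Assay system: T. brucei methionyl-tRNA synthetase, purified | Medium: HEPES buffer with MgCl2, KCl, DTT, spermine, BSA, pyrophosphatase | Compound: 11.9 µM single point | Incubation: 15 min enzyme-compound preincubation, 2 h reaction, 10 min detection, 25 °C | Measured by: Kinase-Glo luciferase luminescence reporting remaining unconsumed ATP | Measure: % inhibition normalized to control-well medians | Replication: Singlicate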
# Neddylation inh: inhibitors of cullin neddylation, primary screen, biochemical, TR-FRET, uHTS, NAE and Ubc12 | NEDD8-conjugating enzyme Ubc12 (Homo sapiens) + NEDD8-activating enzyme E1 regulatory … | calls only at 25 µM | 0.58% of 360,000 active; in the data active = inhibition above about 36%
# STEP inh: STEP phosphatase inhibitors, primary screen, biochemical, fluorescence intensity, uHTS; recombinant STEP, OMFP fluorogenic substrate; inhibition, % at 20 µM; 0.25% of 360,000 active; AID 588621, 2011;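 active = inhibition at 20 µM, scaled per plate between control wells, above about 37%, limit read from the data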;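 note: 0% = DMSO with enzyme and substrate and 100% = substrate only without enzyme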
#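 Also added – OMFP at 25 µM · Test system – STEP tyrosine phosphatase · Technique – FITC-channel fluorescence of OMFP product · Schedule – 20 min at room temperature, dark · Evaluation – control-normalized % inhibition with plate pattern correction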
# SKN-1 block: suppressors of acrylamide-induced Pgst-4::GFP reporter in worms, primary screen, SKN-1 inhibitor project, whole organism, uHTS, GFP/RFP fluorescence ratio, strain VP596. C. elegans VP596 Pgst-4::GFP/RFP ratio, 24 h. inhibition, % at 21.8 µM. 0.49% of 360,000 active. AID 624304, 2012;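 active = interference check ratio from 0.5 to 1.5 plus GFP to RFP signal ratio inhibition reaching or exceeding a fixed threshold, cut at about 30% in these data, passing the limit was not always enough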; note: some compounds called inactive have numbers as strong as hits
# NadD block: inhibitors of S. aureus NadD, primary screen, biochemical, colorimetric, uHTS | purified NadD enzyme, colorimetric absorbance read-out | inhibition, % at 20 µM | 0.78% of 360,000 active | AID 602399, 2012; in the data active = inhibition above about 26%; note: some compounds past the cut are filed as inactive
# SUMO1 PPI mod: modulators of SUMO1 protein-protein interactions, primary screen, biochemical, uHTS; AID 602429, 2012; inhibition, % at 20 µM; 0.33% of 360,000 active; SUMO1 binding to a labelled peptide, TR-FRET, 1 h; in the data active = inhibition above about 37%
# CendR NRP1 mod: modulators of CendR peptide binding to NRP-1, primary screen, biochemical, fluorescence polarization, uHTS; FAM-RPARPAR peptide binding to NRP-1; 0.85% of 360,000 active; AID 602438, 2012; inhibition, % at 25 µM;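 active = inhibition or corrected inhibition above about 18%, plus a signal ratio from 0.5 to 1.5, limit read from the data, passing the limit was not always enough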; note: strong numbers were not always called active
# Target sequence (O14786 whole entry, looked up): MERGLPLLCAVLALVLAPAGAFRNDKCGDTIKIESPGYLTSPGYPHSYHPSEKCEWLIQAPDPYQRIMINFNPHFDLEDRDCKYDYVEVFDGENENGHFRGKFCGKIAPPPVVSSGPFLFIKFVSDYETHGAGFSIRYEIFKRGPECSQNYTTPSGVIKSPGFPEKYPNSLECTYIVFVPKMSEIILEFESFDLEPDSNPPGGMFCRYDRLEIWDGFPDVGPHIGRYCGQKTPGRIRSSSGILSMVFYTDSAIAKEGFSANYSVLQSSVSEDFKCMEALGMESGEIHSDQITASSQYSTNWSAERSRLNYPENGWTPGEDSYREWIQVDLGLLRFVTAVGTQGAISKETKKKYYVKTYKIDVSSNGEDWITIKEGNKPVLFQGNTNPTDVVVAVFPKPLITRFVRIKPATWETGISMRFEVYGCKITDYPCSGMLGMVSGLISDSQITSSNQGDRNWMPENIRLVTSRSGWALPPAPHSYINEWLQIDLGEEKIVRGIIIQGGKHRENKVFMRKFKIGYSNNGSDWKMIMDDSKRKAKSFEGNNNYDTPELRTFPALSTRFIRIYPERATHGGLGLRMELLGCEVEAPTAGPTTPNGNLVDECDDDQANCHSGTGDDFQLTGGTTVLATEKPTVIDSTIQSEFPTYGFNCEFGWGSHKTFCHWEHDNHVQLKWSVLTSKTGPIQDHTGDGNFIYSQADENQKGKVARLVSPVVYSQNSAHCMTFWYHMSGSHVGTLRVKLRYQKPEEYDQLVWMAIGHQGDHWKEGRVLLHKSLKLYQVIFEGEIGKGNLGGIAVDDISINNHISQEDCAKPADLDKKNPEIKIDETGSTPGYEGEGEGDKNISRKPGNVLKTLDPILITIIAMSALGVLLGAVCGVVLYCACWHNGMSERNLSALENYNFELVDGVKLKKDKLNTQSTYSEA
# LMPTP inh: LMPTP phosphatase inhibitors, primary screen, biochemical, fluorescence intensity, uHTS. Low molecular weight phosphotyrosine protein phosphatase (Homo sapiens), P24666. recombinant LMPTP-A, OMFP fluorogenic substrate. inhibition, % at 20 µM. 0.22% of 360,000 active. AID 651560, 2012;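 active = compounds that cut the enzyme signal by at least half of the control window in the single-dose screen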;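 note: plate controls were DMSO wells with enzyme plus substrate for no effect and substrate without enzyme for full effect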
#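 Assay system: LMPTP-A enzyme. Input: 0.625 nM LMPTP-A final. Probe or stimulus: 400 µM OMFP. Compound dosing: single 20 µM dose. Schedule: 50 min dark incubation at room temperature. Detection: fluorescence intensity of OMFP turnover product. Read-out: percent inhibition versus substrate-only and uninhibited controls. Benchmarks: no-enzyme low control, uninhibited high control.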
# Starred values were filed as active, the others as inactive; i = inactive; x = no result given.
canonical_smiles	Scp-1 inhibitor	DNMT1 inh	Tb MetRS inh	Neddylation inh	STEP inh	SKN-1 block	NadD block	SUMO1 PPI mod	CendR NRP1 mod	LMPTP inh
COc1cc2c(cc1OC)CN(S(=O)(=O)c1cccc(F)c1)CC2	-8	-1	1.3	i	-2	-23	-6	1	7	-0.3
Cc1ccc(N2C(=O)C3C4C=CC(CNC(=S)Nc5ccc(Cl)cc5)(O4)C3C2=O)cc1 (centres undefined)	-5	-7	0.0	i	2	6	8	3	12	-1.3
Cc1ccc(-c2nn3c(C)nnc3c3ccccc23)cc1S(=O)(=O)N(C)CCO	-2	-6	0.1	i	-2	13	-3	1	-20	-4.4
COC(=O)C1=C(NC(=O)COc2ccc3ccccc3c2)CCS1	-11	-5	-0.2	i	-1	3	-3	14	-1	-0.3
Cc1ccc(C(=O)NNS(=O)(=O)c2ccccc2[N+](=O)[O-])cc1	-2	-1	-1.1	i	5	10	5	-6	-10	-1.3
O=C(CSc1ccc(Cl)cc1)N/N=C/c1ccc([N+](=O)[O-])o1	-4	-5	0.1	i	-2	-5	3	-24	4	-0.4
Cc1nn(-c2ccccc2)c(N2CCCC2)c1/C=N/NC(=O)C1CC1	-7	-1	-0.1	i	-2	-4	-4	7	10	0.0
O=C(Nc1ccccc1N1CCCCC1)C1CCN(S(=O)(=O)c2ccccc2C(F)(F)F)CC1	1	-1	-0.4	i	4	12	2	0	2	5.0
CCOC(=O)N1CCN(CC(O)c2c[nH]c3ccc(OC)cc23)CC1 (centres undefined)	-5	0	0.0	i	1	15	-4	-5	4	0.3
Cc1cccc(NC(=O)C2CCCN(C(=O)NC3CCCCC3)C2)c1C (centres undefined)	-6	2	-0.5	i	0	27	11	0	0	-0.8
COc1ccccc1C(=O)NCCC(=O)N1CCN(c2ccccc2Cl)CC1	-4	-2	-0.8	i	0	-6	2	-26	9	-6.8
CCOc1ccc(C(=O)Nc2ccc(NC(=O)c3ccco3)c(Cl)c2)cc1Cl	-4	24	0.5	x	4	2	6	1	4	-2.2
CN(Cc1ccccc1)S(=O)(=O)c1ccc2c(c1)CCC(=O)N2	-4	0	-0.3	i	2	-18	1	7	-5	0.2
CC(=O)Nc1ccc(S(=O)(=O)NC2(C(F)(F)F)NC(=O)N(CC(C)C)C2=O)cc1 (centres undefined)	-1	-1	-0.6	i	-2	-3	0	-3	7	-0.5
CSc1ccccc1C(=O)Nc1ccc2c(c1)CCC2	-9	0	-0.9	i	-2	2	-3	4	7	0.4
NC(=O)CC(NC(=O)Cc1ccc(Br)cc1)c1ccc(NCc2ccc(F)c(F)c2)c([N+](=O)[O-])c1 (centres undefined)	-8	28	-0.1	i	0	5	-1	-14	-25	2.8
COc1ccccc1C(=O)Nc1ccc(NC(=O)c2ccco2)cn1	-3	-1	-0.6	i	-1	23	0	29	1	1.3
COc1ccccc1NC(=S)N1CC(C)(C)C1=O	-7	1	-0.4	i	-2	4	-3	-1	-6	0.0
Cc1cccc(N2CCN(S(=O)(=O)c3cc(-c4cc(C)no4)ccc3C)CC2C)c1 (centres undefined)	-2	-4	-0.2	i	2	2	-5	4	-4	3.3
CN(C)CCOc1ccc(/C(=C(/CCCl)c2ccccc2)c2ccccc2)cc1	-4	0	-1.4	i	4	-3	0	-42	-4	-6.0
CC(C)(C)OC(=O)NCCCCCO	-3	-3	-1.0	i	0	-5	3	-1	-2	-1.1
CCOCc1cn(CC(=O)c2ccc(Cl)cc2)c(C)nc1=N	3	4	-1.1	i	1	-15	-6	0	4	-0.9
CCOC(=O)c1ccc(N2C(=O)CC(N3CC(C)OC(C)C3)C2=O)cc1 (centres undefined)	-4	4	-2.3	i	2	-15	8	-1	-29	-1.0
O=C(CSc1cccc[n+]1[O-])NC(=O)c1ccc(OC(F)F)cc1	0	3	-0.6	i	-4	-5	-4	-3	6	-0.3
COC(=O)[C@]12CCCCC=C1N(Cc1cccc3ccccc13)C(=O)[C@H](CC(=O)N1CCSCC1)C2	x	x	-0.6	i	x	-8	3	-2	3	0.9

# Sorted by value in CendR NRP1 mod (highest first): 4 of the compounds above
smiles	Scp-1 inhibitor	DNMT1 inh	Neddylation inh	SKN-1 block	NadD block	SUMO1 PPI mod	CendR NRP1 mod	LMPTP inh
CC(=O)Nc1ccc(S(=O)(=O)NC2(C(F)(F)F)NC(=O)N(CC(C)C)C2=O)cc1 (centres undefined)	-1	-1	i	-3	0	-3	7	-0.5
CCOCc1cn(CC(=O)c2ccc(Cl)cc2)c(C)nc1=N	3	4	i	-15	-6	0	4	-0.9
COc1ccccc1C(=O)Nc1ccc(NC(=O)c2ccco2)cn1	-3	-1	i	23	0	29	1	1.3
Cc1cccc(NC(=O)C2CCCN(C(=O)NC3CCCCC3)C2)c1C (centres undefined)	-6	2	i	27	11	0	0	-0.8

# (listing goes on)
canonical_smiles	Scp-1 inhibitor	DNMT1 inh	Tb MetRS inh	Neddylation inh	STEP inh	SKN-1 block	NadD block	SUMO1 PPI mod	CendR NRP1 mod	LMPTP inh
Cc1ccc(S(=O)(=O)N2CCN(C(=O)CN3CCCCC3)C2)cc1	6	1	-1.3	i	-1	-13	-3	-1	-3	0.2
COC(=O)/C=C1/N/C(=N\c2nc(C)cc(C)n2)N(c2cccc(C)c2)C1=O	-5	2	-0.6	i	-1	3	-1	-8	5	0.0
Cc1nc2cc(NC(=O)NCCCO)ccc2o1	-5	-1	-0.6	i	-1	-6	-7	3	-2	-1.1
COc1ccc(N2CC(C)(C)C2=O)cc1	-5	1	0.2	i	-1	-3	-9	-1	8	1.0
COc1ccc(/C=N/NC(=O)C2(O)c3ccccc3-c3ccccc32)cc1	-7	4	-0.8	i	-3	4	-3	-1	4	-2.9
CCN1C[C@@H]2[C@@H]3C(=O)N(C)C(=O)[C@@H]3[C@](C)(C1=O)N2C(=O)c1ccc(C(C)(C)C)cc1	-2	4	-0.1	i	-3	4	-5	3	7	-0.5
Cc1sc2ncnc(N3CCC(C(=O)NNC(=O)c4ccccc4Cl)CC3)c2c1C	-7	-1	-0.3	i	0	7	9	1	18	0.2
CC(c1nc2ccccc2c(=O)[nH]1)N(C)CCOc1ccc(Cl)cc1 (centres undefined)	-2	-3	-0.2	i	3	11	-1	-1	-4	-0.6
COc1ccc(OC)c(C(C)NC(=O)c2ccc(Br)cc2)c1 (centres undefined)	-8	3	0.0	i	3	-1	-4	0	-13	-1.5
Cc1ccc(-c2nnn(CC(=O)N(C)C3CCCCC3)n2)o1	16	10	-1.6	i	-1	-10	2	0	-3	0.1
CCOC(=O)c1c(C)c(C(=O)NCC2CCCO2)c(C)n1C (centres undefined)	0	3	0.0	i	-1	2	-8	2	14	-0.6
COC(=O)CNC(=O)c1ccc(OC2CCN(C(=O)C3CC3)CC2)cc1	-7	3	1.1	i	0	-10	-4	-1	4	-1.7
CC(C)(C)C(=O)NC(=S)Nc1ccc(S(=O)(=O)Nc2nccs2)cc1	-4	0	-0.7	i	4	-8	3	-1	-2	2.9
Nc1ccc(Oc2ccc3c(c2)C(=O)NC3=O)cc1	-1	-8	-0.1	i	0	3	-3	-12	-20	-7.2
Cc1cc(C)cc(OCC(=O)OCC(=O)N(CC(C)C)c2c(N)n(Cc3ccccc3)c(=O)[nH]c2=O)c1	1	3	-0.5	i	-3	9	4	1	6	-1.9
COCc1nnc(NS(=O)(=O)c2ccc(Cl)cc2)s1	-5	-5	0.5	i	-3	13	1	3	-1	-1.9
Cc1noc(C)c1CSc1nnc(-c2ccccc2)n1N	4	-4	0.4	i	2	5	5	3	10	-0.5
Cc1cccn2cc(-c3ccc(NC(=O)Cc4ccccc4)cc3)nc12	-7	7	-0.1	i	-6	-3	-2	18	-41	-1.7
COC(=O)COc1cccc(NC(=O)c2ccccc2)c1	-8	3	-0.2	i	-4	16	-6	2	9	-1.0
CCCCN=C(Nc1ccc(Cl)cc1)c1cccnc1	-9	-1	-0.1	i	2	-5	4	0	-12	0.2
CCCCCCSc1ccc(-c2nc3ccc(Cl)cn3c2NCc2ccccc2)cc1	4	9	-0.1	i	-1	8	2	-7	-7	3.6
CS(=O)(=O)N(CC(=O)O)c1ccc(C23CC4CC(CC(C4)C2)C3)cc1	-4	3	-0.3	i	2	-7	-7	5	-3	-1.5
COc1cc(NC(=O)COc2ccc3c(C)cc(=O)oc3c2C)cc(OC)c1OC	-1	7	-0.6	i	-1	10	6	-4	5	0.6
CN1CCN(NC(=O)c2ccc(S(=O)(=O)N3CCCCCC3)cc2)CC1	-3	3	-0.6	i	-3	14	-10	1	-1	-4.2
O=C1C2C3C=CC(C3)C2C(=O)N1CCCO (centres undefined)	-5	0	0.1	i	-1	-1	-1	0	-3	-0.8
Cc1cccc(C)c1OCC(=O)N1CCc2ccccc2C1	-4	-1	-0.3	i	-4	-12	6	1	0	0.4
O=Cc1cn(-c2ccc(F)cc2)c2ccccc12	-11	-3	0.1	i	1	8	-4	-2	0	-0.7
Cc1nn(CCCC(=O)O)c(C)c1[N+](=O)[O-]	0	3	-0.3	i	0	2	-5	2	12	0.4
O=C(CCC(=O)Nc1ccccc1Cl)NNC(=S)Nc1ccccc1C(F)(F)F	-9	0	0.3	i	0	8	0	1	7	-0.7
Cc1cc(C)nc(Nc2ccc(Br)cc2C(=O)O)n1	-9	55*	-0.1	x	1	10	-5	5	0	0.0
CC1(C)CC(=O)C2=C(C1)NCN(Cc1ccccc1)C2	-4	2	-1.8	i	-3	-13	1	-4	2	0.2
Cc1ccc2nc3sc(C(=O)N4CCCc5ccccc54)c(N)c3cc2c1	0	-13	0.1	i	-1	5	25	-15	-130	3.7
O=C(Oc1ccccc1Cl)c1ccc(N2CCOCC2)c([N+](=O)[O-])c1	-11	-4	0.4	i	0	9	-10	-14	10	1.5
